H69AR inhibit: blocks growth of human H69AR lung tumor cells. H69AR lung tumor viability, ATP luminescence, 72 h; active compounds read low. viability, % at 10 µM. 6% of 85,000 active. AID 598;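 active = viability at or below 40%; inactive = viability above 40%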;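 also: multidrug resistant small cell line overexpressing MRP-1 efflux transporter; 100% = mean luminescence of untreated control wells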
Lung fibro prol: blocks proliferation of human lung fibroblasts | AID 719 | 1.1% of 85,000 active | viability, % at 10 µM | LL 47 human lung fibroblast viability, ATP luminescence; active compounds read low;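 active = viability at or below 50% in the single dose screen; inactive = viability above 50%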;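 also: compound exposure lasted 72 h before the ATP readout; 100% = median luminescence of untreated cell-only wells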
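Test system: LL 47 human lung fibroblasts / Incubation: 72 h compound exposure at 37 °C after overnight plating / Technique: luminescent ATP detection, CellTiter-Glo / Compound dosing: 0.1% DMSO in all compound wells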
MT1-MMP txn act: MT1-MMP promoter transcription activation | HT1080 MT1-MMP promoter luciferase reporter, luminescence, overnight; active compounds read high | activation factor at 10 µM | 0.16% of 86,000 active | AID 750;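 active = activation factor of at least 2 for MT1-MMP transcription at 10 µM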
HUVEC inhibit: inhibitors of human endothelial cell proliferation. HUVEC proliferation, CellTiter-Glo luminescence, 72 h; active compounds read low. viability, % at 10 µM (by protocol). 1.1% of 86,000 active;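 active = viability at or below 30%; inactive = viability above 30%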;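 also: 100% = median luminescence of DMSO-only cell control wells on each plate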
ERb coact inh: ER-beta (human) coactivator binding inhibition. 1.3% of 86,000 active. TR-FRET ER-beta LBD / SRC1-Cy5 peptide binding; receptor agonist-loaded with 1 µM estradiol. Q92731. inhibition, % at 25.6 µM;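 active = compounds whose percent inhibition of the receptor-coactivator binding signal exceeds about 50% in the single-dose screen, limit read from the data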;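 also: 0% = receptor plus peptide wells without compound and 100% = peptide-only wells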
Smad3 FoxH1 inh: Smad3 (human) transcription factor binding inhibition; TR-FRET Smad3/Dy647-FoxH1 peptide binding, europium anti-His; inhibition, % at 25 µM; 0.29% of 88,000 active; AID 630;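 active = compounds that reduce the energy-transfer binding signal between the protein and its labelled peptide by more than half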;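 also: 0% = Smad3 plus labelled peptide maximal FRET and 100% = peptide-only background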
ERa SRC1 pot: ER-alpha (human) coactivator binding potentiation. TR-FRET ERalpha-LBD/SRC-Cy5 coactivator binding, 2 h; 100 = basal binding, no effect. coactivator binding (% of control), % at 25.6 µM. 1.3% of 86,000 active. P03372; in the data active = activity above about 200%;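 also: binding measured in presence of low estradiol as agonist stimulus; 0% = peptide alone without receptor and 100% = receptor with peptide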
CD11b adhes enh: CD11b/CD18-fibrinogen binding enhancement. 0.07% of 93,000 active. K562 CD11b/CD18 adhesion to fibrinogen, ATPlite luminescence. AID 1499. activation, % at 10 µM;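 active = 10 µM primary screen giving 50% or more activity, confirmed by 40% or more on retest at that dose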; also: strong numbers were not always called active
Target sequence (P05107 whole entry, looked up, other chains not shown): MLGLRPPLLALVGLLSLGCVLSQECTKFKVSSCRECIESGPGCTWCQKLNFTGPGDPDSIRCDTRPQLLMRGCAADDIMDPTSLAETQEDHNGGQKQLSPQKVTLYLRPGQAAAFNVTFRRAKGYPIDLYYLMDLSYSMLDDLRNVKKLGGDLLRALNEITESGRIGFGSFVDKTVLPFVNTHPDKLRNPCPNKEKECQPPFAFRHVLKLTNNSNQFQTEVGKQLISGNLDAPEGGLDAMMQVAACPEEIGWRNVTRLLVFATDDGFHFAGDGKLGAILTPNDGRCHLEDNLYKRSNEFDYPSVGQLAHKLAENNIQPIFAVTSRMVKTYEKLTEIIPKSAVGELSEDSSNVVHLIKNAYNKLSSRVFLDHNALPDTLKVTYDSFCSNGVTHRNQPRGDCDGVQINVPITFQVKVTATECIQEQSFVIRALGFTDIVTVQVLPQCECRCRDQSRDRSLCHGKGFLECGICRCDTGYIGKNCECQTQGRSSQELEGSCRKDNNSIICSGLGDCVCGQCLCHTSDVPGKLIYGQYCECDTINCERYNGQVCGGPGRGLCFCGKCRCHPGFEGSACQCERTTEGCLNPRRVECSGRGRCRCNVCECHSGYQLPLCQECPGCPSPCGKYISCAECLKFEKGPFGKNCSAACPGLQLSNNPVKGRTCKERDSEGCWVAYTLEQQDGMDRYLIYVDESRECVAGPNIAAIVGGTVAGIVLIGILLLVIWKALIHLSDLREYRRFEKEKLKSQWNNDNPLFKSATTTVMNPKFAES
ERa SRC1 inh: blocks coactivator binding to human estrogen receptor alpha; TR-FRET ER-alpha LBD / SRC-1 peptide, estradiol-bound; AID 629; 1.7% of 86,000 active; P03372; inhibition, % at 25.6 µM; in the data active = inhibition above about 50%;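 also: 0% = receptor plus peptide control and 100% = peptide only without receptor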
Starred values were filed as active, the others as inactive; / = no result given; [ ] = another dose, or the depositor's remark. Some of the compounds tested; count on the stated rates, not on these rows.

SMILES | H69AR inhibit | Lung fibro prol | MT1-MMP txn act | HUVEC inhibit | ERb coact inh | Smad3 FoxH1 inh | ERa SRC1 pot | CD11b adhes enh | ERa SRC1 inh
Cc1cc(NC(=O)CSc2ncnc3sc4c(c23)CCC(C)C4)no1 (centres undefined) | 84 | 97 | 1.2 | 98 | 24[fluorescence artefact?] | -13[fluorescence artefact?] | 375*[fluorescence artefact?] | 75 | 22[fluorescence artefact?]
CCOc1ccc2nc(SCC(=O)Nc3ccc4c(c3)OCCO4)[nH]c2c1 | 89 | 104 | 1.2 | 94 | 11 | 0 | 108 | 0 | 2
CCSc1nnc(NC(=O)c2cc(C)oc2C)s1 | 93 | 104 | 1.4 | 98 | -6 | 7 | 114 | 0 | -3
C=CCn1c(Cc2cccs2)nnc1SCC(=O)Nc1ccc(C(=O)OCC)cc1 | 93 | 104 | 1 | 93 | -1 | -4 | 112 | -4 | -2
COc1cccc(C2C(C#N)=C(N)Oc3cc(C)[nH]c(=O)c32)c1OC (centres undefined) | 86 | 89 | 1.2 | 96 | -7 | -2 | 127 | -2 | -7
O=C(Cn1cc2c(n1)CCCC2)Nc1ccccc1Cl | 98 | 106 | 1 | 118 | -13 | -5 | 116 | 10 | -5
O=C(COc1ccccc1)NCC(c1cccs1)N1CCOCC1 (centres undefined) | 92 | 103 | 1 | 94 | 4 | 7[fluorescence artefact?] | 115 | / | -1
CCCn1c(-c2cccs2)nc2ccccc21 | / | 92 | 1.2 | 90 | 32 | -10 | 106 | 6 | 1
CCOc1ccccc1COC(=O)c1cccc(-n2cnnn2)c1 | 104 | 100 | 1.2 | 100 | 2 | 2 | 94 | 4 | -7
Cc1c(C(=O)NCc2cccs2)oc2ccccc12 | 94 | / | 1.4 | 104 | -9 | 7 | 117 | -3 | -7
CCN(CC)C(=O)Nc1ccccc1C | 92 | 103 | 1.1 | 102 | -3 | 2 | 100 | 3 | -15
COc1ccc(N2C(=O)C3CCCN3C2c2ccc(C)cc2)cc1 (centres undefined) | 96 | 92 | 1.1 | 102 | -16[fluorescence artefact?] | -4 | 111 | -1 | -5
O=C(CCCCCn1c(=O)[nH]c2ccsc2c1=O)NCc1cccs1 | 101 | 114 | 1.3 | 94 | 3[fluorescence artefact?] | 8 | 105[fluorescence artefact?] | -3 | 1[fluorescence artefact?]
CC(C)(C)n1nc2c(c1NC(=O)Cc1ccc(F)cc1)CSC2 | 105 | 109 | / | 92 | 2 | 4 | 128 | 4 | 5
C=CCNC(=O)CCCc1ccccc1 | 1.4* | 101 | 1.3 | 100 | 0 | -6 | 102 | -4 | 3
CCc1nnc(SCc2ccc(C(=O)OC)o2)n1N | 98 | 91 | 1.1 | 100 | 0 | -2 | 115[fluorescence artefact?] | -2 | -1
NC(=O)c1nsc(C(=O)N(CCc2ccccc2)C(C(=O)NC2CCCC2)c2ccco2)c1N (centres undefined) | 89 | 88 | / | 77 | -5 | -4 | 115 | -4 | -3
Cc1ccc(Cn2ccc(NC(=O)c3noc4c3CCCC4)n2)cc1 | 92 | 107 | 1 | 110 | 26 | -4 | 121 | 7 | 7
O=C(Nc1ccc(NC(=O)C2CCCCC2)cn1)c1ccco1 | 86 | 98 | 0.3 | 84 | 1 | 4 | 118 | -2 | -9
COCCCn1c(C2CCCCC2)nc2oc3cc(OC)ccc3c(=O)c2c1=O | 80 | 94 | 1 | 108 | 2 | 11 | 115[fluorescence artefact?] | -2 | 9
CC1COC(c2cccn2Cc2ccccc2Cl)=N1 (centres undefined) | 82 | 91 | 1.1 | 100 | -9 | -6 | 107 | / | -2
Cc1ccc(NC(C)c2cc(Cl)ccc2O)cc1 (centres undefined) | 75 | 99 | 1.2 | 85 | 1 | 0 | 59 | 3 | -1
COc1cccc(C2C(C(N)=O)=C(C)Nc3nc(-c4cccc(Cl)c4)nn32)c1 (centres undefined) | 90 | 96 | 1.3 | 92 | 10[fluorescence artefact?] | 6 | 92[fluorescence artefact?] | / | 7
Cc1ccc(C(C)NC(=O)c2ccco2)cc1C (centres undefined) | 90 | 97 | 1.1 | 88 | -5 | 0 | 129 | 0 | -1
COc1ccc(OCC(=O)OC2CCN(C)CC2)cc1 | 97 | 101 | 1.1 | 105 | 7 | 6 | 94 | 5 | -2

Arranged by SMILES length (high to low): part of the list above.
SMILES | H69AR inhibit | Lung fibro prol | MT1-MMP txn act | HUVEC inhibit | ERb coact inh | Smad3 FoxH1 inh | ERa SRC1 pot | CD11b adhes enh | ERa SRC1 inh
COc1cccc(C2C(C(N)=O)=C(C)Nc3nc(-c4cccc(Cl)c4)nn32)c1 (centres undefined) | 90 | 96 | 1.3 | 92 | 10[fluorescence artefact?] | 6 | 92[fluorescence artefact?] | / | 7
C=CCn1c(Cc2cccs2)nnc1SCC(=O)Nc1ccc(C(=O)OCC)cc1 | 93 | 104 | 1 | 93 | -1 | -4 | 112 | -4 | -2
CC(C)(C)n1nc2c(c1NC(=O)Cc1ccc(F)cc1)CSC2 | 105 | 109 | / | 92 | 2 | 4 | 128 | 4 | 5
COc1ccc(N2C(=O)C3CCCN3C2c2ccc(C)cc2)cc1 (centres undefined) | 96 | 92 | 1.1 | 102 | -16[fluorescence artefact?] | -4 | 111 | -1 | -5
O=C(Nc1ccc(NC(=O)C2CCCCC2)cn1)c1ccco1 | 86 | 98 | 0.3 | 84 | 1 | 4 | 118 | -2 | -9
O=C(Cn1cc2c(n1)CCCC2)Nc1ccccc1Cl | 98 | 106 | 1 | 118 | -13 | -5 | 116 | 10 | -5
Cc1ccc(NC(C)c2cc(Cl)ccc2O)cc1 (centres undefined) | 75 | 99 | 1.2 | 85 | 1 | 0 | 59 | 3 | -1
CCN(CC)C(=O)Nc1ccccc1C | 92 | 103 | 1.1 | 102 | -3 | 2 | 100 | 3 | -15
C=CCNC(=O)CCCc1ccccc1 | 1.4* | 101 | 1.3 | 100 | 0 | -6 | 102 | -4 | 3

More records:
SMILES | H69AR inhibit | Lung fibro prol | MT1-MMP txn act | HUVEC inhibit | ERb coact inh | Smad3 FoxH1 inh | ERa SRC1 pot | CD11b adhes enh | ERa SRC1 inh
O=C(Nc1ccccc1)N1CCCC(c2nc(-c3ccc(F)cc3)no2)C1 (centres undefined) | 79 | 95 | 1.4 | 111 | -1 | -6 | 104 | 6 | -2
Fc1cccc2sc(Nc3nnc(-c4ccco4)o3)nc12 | 37* | 65 | 1.4 | 57 | 42 | 6 | 48[fluorescence artefact?] | 3 | 13[fluorescence artefact?]
CCC(C)NC(=O)C1CCN(S(=O)(=O)c2cccnc2)CC1 (centres undefined) | 99 | 99 | / | 88 | -9 | 4 | 102 | -1 | -9
Cc1ccc(C)c(N2CCN(C(=O)CCNC(=O)Cn3ccc4ccccc4c3=O)CC2)c1 | 97 | 103 | 1.1 | 81 | -7 | -1 | 120[fluorescence artefact?] | -1 | -2
CCOC(=O)N1CCC(NC(=O)c2cc(-c3ccc(F)cc3)[nH]c2C)CC1 | 73 | 85 | 1.3 | 82 | -10 | 5 | 112 | / | 1
Cc1cc2ccccc2c(=O)n1CC(=O)NCc1ccco1 | 94 | 95 | 1.1 | 92 | -4 | 13 | 116 | -2 | -17
COc1ccccc1S(=O)(=O)Cc1ccc(C(=O)NC2CCCCC2)o1 | 83 | 104 | 1 | 94 | 5 | 2 | 111[fluorescence artefact?] | 0 | -2
COc1ccc(Cc2noc(COc3ccc(Cl)cc3)n2)cc1 | 92 | 97 | 1.2 | 106 | 3 | -8 | 93 | -3 | 4
COc1ccc(C2=NN(CN3C(=O)C(=O)c4ccccc43)C(c3ccc(Br)cc3)C2)cc1 (centres undefined) | 65 | 105 | 1.4 | 105 | 7[fluorescence artefact?] | -3 | 103 | 2 | 3[fluorescence artefact?]
COCCn1nnnc1C(c1ccccn1)N1CCN(c2cc(Cl)ccc2C)CC1 (centres undefined) | 88 | 108 | / | 111 | 6 | -10 | 89 | 6 | 3
Cc1ccc(S(=O)(=O)NC2(C(F)(F)F)C(=O)Nc3c2c(=O)n(C)c(=O)n3C)cc1 (centres undefined) | 103 | 99 | / | 109 | 9[fluorescence artefact?] | -23 | 120[fluorescence artefact?] | -3 | 7[fluorescence artefact?]
CC1(C)CC(=O)C=C(NCc2ccco2)C1 | 103 | 100 | 1 | 100 | 1 | 9 | 97 | 0 | -14
CC(=O)Nc1nc2c(ncn2COCCOC(C)=O)c(=O)[nH]1 | 93 | 101 | 1.2 | 97 | -4 | -22 | 110 | 10 | -12
N#Cc1c2c(c(NCCCN3CCOCC3)n3c1nc1ccccc13)CCC2 | 92 | 88 | 1 | 90 | 49 | 1 | 49[fluorescence artefact?] | 0 | 39[fluorescence artefact?]
Cc1ccc2c(c1)N(CCC(=O)NCc1ccccn1)C(=O)CO2 | 97 | 108 | 0.9 | 93 | 0[fluorescence artefact?] | -4 | 83 | 2 | -2[fluorescence artefact?]
COc1ccc(NCN2C(=O)CCC2=O)cc1 | 79 | 101 | / | 82 | 13[fluorescence artefact?] | -8 | 82[fluorescence artefact?] | -1 | -9[fluorescence artefact?]
COC(=O)c1ccc(N/C(C)=C/C(=O)c2ccc(C)o2)cc1 | 103 | 105 | 1.3 | 94 | -2 | 8 | 126 | 7 | 6
Cn1cnnc1SCc1ccccc1 | 94 | 97 | 1.1 | 97 | 11 | 1 | 112 | 1 | -5
COc1ccc(C2N(C(=O)CN3CCOCC3)CCN2S(=O)(=O)c2ccccc2)cc1 (centres undefined) | 22* | / | 1.2 | 87 | 4 | -6 | 124[fluorescence artefact?] | -3 | -9
COc1ccccc1-c1nnc(Sc2nc([N+](=O)[O-])nn2C)o1 | 2.8* | 64 | 0.9 | 59 | -11 | -9 | 101 | -3 | -12
N#Cc1nc(-c2cccs2)oc1N1CCN(Cc2ccccc2)CC1 | 86 | 97 | 1.2 | 89 | 1 | -1 | 114 | 0 | 1
COCCCn1c(SCC(=O)n2c(C)c(C)c3ccccc32)nnc1-c1ccoc1C | 77 | 103 | 1.1 | 99 | 9 | 4 | 108 | 2 | -21
CC(CC(=O)O)CC(=O)Nc1ccccc1C(=O)O (centres undefined) | 95 | 103 | 1.1 | 109 | -6 | 6 | 124 | 2 | -3
c1ccc(Nc2cc(Nc3ccccc3)[nH]n2)cc1 | 71 | 85 | 1.5 | 80 | 2 | 14 | 88 | 0 | -1
C=CCOc1nc2c(c(=O)n(C)c(=O)n2C)n1Cc1ccc(Cl)cc1 | 75 | 96 | 1 | 96 | -11 | 1 | 155[fluorescence artefact?] | 0 | -10[fluorescence artefact?]
SMILES | H69AR inhibit | Lung fibro prol | MT1-MMP txn act | HUVEC inhibit | ERb coact inh | Smad3 FoxH1 inh | ERa SRC1 pot | CD11b adhes enh | ERa SRC1 inh
CC1Cc2cc(-c3csc(NC(=O)Cc4cccs4)n3)ccc2N1S(C)(=O)=O (centres undefined) | 75 | 79 | 1 | 67 | -6 | 0 | 120[fluorescence artefact?] | -7 | 12[fluorescence artefact?]
CCOC(=O)Cn1nc(-c2ccc(F)cc2)oc1=O | 102 | 100 | 1.1 | 104 | -2 | 1 | 116 | -4 | -9
O=C1c2ccccc2-c2nc3ncnn3c(-c3ccccc3)c21 | 91 | 97 | 0.9 | 99 | -2[fluorescence artefact?] | 2 | 114 | / | 1
Cc1nc(C)c(C(=O)Nc2cccc(Cl)c2)o1 | 85 | 94 | 1.1 | 86 | 15 | -3 | 87 | -3 | 8
O=C1CC(O)(C(F)F)Oc2ccc3ccccc3c21 (centres undefined) | 92 | 93 | 1.2 | 85 | -1 | -2 | 98 | 0 | 6
O=C(CSc1nncn1-c1ccccc1)Nc1ccc(N2CCOCC2)cc1 | 101 | 105 | 1.2 | 105 | -2[fluorescence artefact?] | 3 | 101 | -2 | 4

Screens (PubChem)
